# TcdB inh: blocks C. difficile toxin B glycohydrolase activity; hit rate 0.24% among 350,000; inhibition, % at 9.99 µM; TcdB glycohydrolase enzymatic assay, plate reader; in the data active = inhibition above about 10%
# FadD28 binding: inhibitors of Mycobacterium tuberculosis FadD28 bisubstrate binding | FadD28 bisubstrate probe binding, fluorescence polarization | inhibition, % at 12.5 µM | hit rate 0.22% among 360,000 | AID 588549; in the data active = inhibition above about 8.5%, passing the limit was not always enough; inconclusive = no clear call, values can overlap the other calls
# CCHFV vOTU inh: blocks the CCHF virus ovarian tumor domain protease | CCHFV vOTU protease, Pep-AMC fluorescence | inhibition, % at 11.5 µM | hit rate 0.55% among 370,000; in the data active = inhibition above about 30%; also: 0% = vehicle wells with enzyme and 100% = no enzyme wells
# Anthrax LF prot: inhibitors of Bacillus anthracis lethal factor protease. multiplex microsphere protease cleavage assay, LF. inhibition, % at 10 µM. hit rate 0.12% among 360,000; also: plate controls were buffer without enzyme for full effect and enzyme alone for no effect
# PrPC surface inh: reduces human prion protein on the cell surface; inhibition, % at 13.8 µM; hit rate 0.43% among 370,000; cell surface PrPC, TR-FRET read-out; AID 720596; in the data active = inhibition above about 24%; also: 0% = median of the test wells and 100% = reference compound wells
# BoNT F protease: BoNT F light chain protease inhibition | Multiplex microsphere protease cleavage assay, flow cytometry | AID 588497 | inhibition, % at 10 µM | hit rate 0.22% among 360,000; in the data active = inhibition above about 35%, passing the limit was not always enough; inconclusive = no clear call, values can overlap the other calls; also: plate controls were buffer without enzyme for full effect and enzyme alone for no effect
# PfHsp40 yeast: restores yeast growth despite PfHsp40 toxicity. hit rate 0.68% among 340,000. growth rescue, % at 12.5 µM. S. cerevisiae expressing PfHsp40, growth rescue, ATP luminescence. AID 504582; in the data active = growth rescue above about 28%, passing the limit was not always enough; inconclusive = no clear call, values can overlap the other calls;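 also: yeast W303a lacking pdr1 and pdr3 grown in galactose medium; growth measured after three days at 30 °C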
# Yp Topo-I inh: Y. pestis Topo-I inhibition via cleavage products; Y. pestis Topo-I cleavage product accumulation, plate reader; activity, % at 10 µM; hit rate 0.064% among 360,000; AID 504884; in the data active = activity above about 50%, passing the limit was not always enough; inconclusive = no clear call, values can overlap the other calls; also: inactives centre near 2
# BoNT-A LC inh2: blocks Botulinum neurotoxin A light chain protease; inhibition, % at 10 µM; hit rate 0.17% among 360,000; AID 588499; multiplex microsphere protease substrate cleavage, flow cytometry; also: plate controls were buffer without enzyme for full effect and enzyme alone for no effect
# * = called active by the depositor; ? = inconclusive; . = no result given. Rule as the data show it, unless noted: active = inhibition above about 30%; inconclusive = no clear call, values can overlap the other calls; inactive = below that.
SMILES,TcdB inh,FadD28 binding,CCHFV vOTU inh,Anthrax LF prot,PrPC surface inh,BoNT F protease,PfHsp40 yeast,Yp Topo-I inh,BoNT-A LC inh2
CCOC(CNC(=O)C1CCN(S(=O)(=O)c2ccc3nc4c(c(C(=O)O)c3c2)CCCCC4)CC1)OCC,0.7,2.0,25,1,1,7,-1.4,5,0.8
Cc1cc2oc(C(=O)N3CCN(CCc4ccccn4)CC3)c(C)c2cc1C,1.7,-1.5,13,-3,-5,6,0.1,26,-2.5
Cc1ccc(-c2cc(-c3cccc(F)c3)n[nH]2)c(O)c1,.,-5.8,12,-2,-1,-12,66*,-13,0.4
Cc1cc(NC(=O)COC(=O)C2CC2)ccc1Br,-0.1,-0.3,-10,-10,-2,2,9.6,-8,-0.3
Cc1ccc(C(=O)CC2(O)C(=O)Nc3ccccc32)s1 (stereo not given),.,-2.2,8,-10,-9,-7,-1.0,-1,-1.0
O=C(Nc1nnc(C2=COCCO2)o1)c1ccc(F)cc1,0.1,-2.3,10,-1,-3,-3,-1.2,5,2.3
CCC(Sc1nc2cc3c(cc2c(=O)n1Cc1ccco1)OCO3)C(=O)Nc1ccccc1OC (stereo not given),.,0.9,5,-1,-2,-1,-0.6,-1,?
CCCCn1nnnc1C1(C)CCC(=O)N1c1ccc(N2CCOCC2)cc1 (stereo not given),-1.3,.,2,-14,-5,-26,.,.,0.4
Cc1cccc(C)c1NC(=O)NS(=O)(=O)c1ccccc1,0.0,-1.4,-3,0,10,7,.,-6,0.4
CCCSc1nc(O)c(CC)c(=O)n1C(C)CC (stereo not given),.,-1.8,-5,-9,1,11,-1.2,-5,?
CCOC(=O)N1CCN(S(=O)(=O)c2cc(Br)cc3c2N(C(=O)CC)CC3)CC1,.,-4.2,-10,5,-5,29,-0.5,-2,2.5
Cc1[nH]c(C)c(S(=O)(=O)N2CCN(c3cccc(C(F)(F)F)c3)CC2)c1C(=O)N1CCCC1,-0.1,-3.2,25,-4,-15,-2,0.3,14,-0.5
Cc1cccc2cc3c(N)c(C(=O)N4CCCc5ccccc54)sc3nc12,.,-4.7,12,20,7,17,-1.3,-5,54*
CCOC(=O)C1=C(CSc2nc(-c3ccncc3)ccc2C#N)OC(N)=C(C#N)C1c1cccnc1 (stereo not given),.,-4.5,8,-1,-18,-3,-0.4,5,0.9
CCN(CC)P(=O)(Nc1ccc(Br)cc1)c1c(C)nn(CCC#N)c1NC(=O)c1ccc(Cl)cc1 (stereo not given),0.9,-2.3,-3,2,6,1,-0.5,23,0.7
CCCOc1ccc2c(C)c(CC(=O)OC)c(=O)oc2c1,.,-1.1,-61,-2,3,-14,0.4,3,-0.5
Cc1ccc(C(=O)NC(=S)Nc2nc(-c3cccc([N+](=O)[O-])c3)cs2)c(Cl)c1,2.2,-2.2,1,-2,1,-2,0.2,20,-0.8
Cc1c(NC(=O)c2ccccc2)c(=O)n(-c2ccccc2)n1C,.,-2.7,-6,3,0,2,-1.5,-1,-0.2
Cc1ccc(/C=N/NC(=O)c2ccc3nc[nH]c3c2)o1,3.2,-0.5,22,.,-4,.,1.9,-7,.
COc1ccc(C(=O)NCC(=O)OCc2c(Cl)cccc2Cl)cc1OC,0.3,1.0,-9,3,1,4,0.9,5,1.7
CCN(CC)C(=O)Oc1ccccc1NC(C)=O,.,-1.9,3,0,-1,-4,-0.5,1,?
O=C(CN1CCN(C(=O)c2cccc(-n3cnnn3)c2)CC1)Nc1ccccc1Cl,0.9,0.0,5,-4,-5,0,-0.7,9,-0.2
O=C(Cn1cc[n+](Cc2ccccc2)c1)c1ccc([N+](=O)[O-])cc1,-0.6,-1.7,-2,-6,-16,-1,-0.2,-6,0.7
COc1ccc2[nH]c(C(=O)N3CCC(Cc4ccccc4)CC3)cc2c1,.,-3.5,.,14,.,-11,1.4,-2,0.3
CCC(C(=O)OCC(=O)Nc1cccc(C(C)=O)c1)c1ccccc1 (stereo not given),-0.5,-2.3,-9,-4,-1,-3,-0.4,7,-0.5
Cc1nc(Cc2nnc(SCC(=O)Nc3c(C)cccc3C)o2)cs1,2.1,-2.3,-5,-6,-3,2,-1.2,-5,0.1
Cc1cc(C(C)(C)C)ccc1OCCn1ccnc1,.,0.4,6,-3,13,-14,1.4,6,-1.1
Cc1ccc(OCc2n[nH]c(=S)n2-c2ccc(Cl)cc2)cc1,2.5,-0.5,0,5,-1,12,-0.8,0,2.6
COc1ccc(C(N)=O)cc1NC(=O)CC(O)(C(F)(F)F)C(F)(F)F,0.7,0.3,-11,-1,-3,-2,-0.1,-3,-0.2
CCN(CC)C(=O)c1cccc(-c2csc(C(C)(O)c3ccccc3)n2)c1 (stereo not given),1.3,-1.4,7,3,8,0,.,22,-0.9
CC(=O)c1ccc(NC(=O)CSc2nc3[nH]ncc3c(=O)[nH]2)cc1,1.2,-0.6,-8,1,-1,24,-0.5,12,3.6
CCOC(=O)C1(CCOC)CCCCC1=O (stereo not given),1.0,-0.8,2,-5,-7,6,.,3,-0.2
CCC(C(=O)OCC(=O)Nc1c(C)nn(-c2ccccc2)c1C)c1ccccc1 (stereo not given),0.0,-2.4,2,-1,3,3,-0.2,40,2.9
CN1CCN(CCCNC(=O)Nc2ccc([N+](=O)[O-])cc2)CC1,0.9,-5.0,-4,5,-13,-10,-1.4,-3,1.5
O=C(NNC(=S)NCc1ccccc1)c1ccc(Br)o1,6.1,1.3,-1,-8,-10,4,-1.3,-4,0.3
CN1C[C@@H]2[C@@H]3C(=O)N(Cc4ccccc4)C(=O)[C@@H]3[C@](Cc3ccccc3)(C1=O)N2C(=O)c1ccccc1,-0.8,-0.2,1,0,-2,-3,-0.9,-3,0.3
COc1ccc2[nH]c(=O)c(CN(C(=O)c3cccnc3)c3ccccc3OC)cc2c1,5.3,-2.7,-17,0,0,-18,-0.9,3,-2.2
Cn1cnc([N+](=O)[O-])c1N=C(N)N,0.9,-1.9,-3,-4,1,?,-0.6,0,-0.4
Cn1ncc2c(NCCc3ccccc3)nc(Cl)nc21,2.3,-3.6,10,-8,21,-8,0.7,-6,0.0
COc1cc(C2NC(=O)NC(C)=C2C(=O)OCc2ccc(C)cc2)cc(OC)c1O (stereo not given),.,1.6,-5,11,2,-13,-0.4,-4,0.6
O=C(NCCCn1ccnc1)c1ccc(-c2cccc(C(F)(F)F)c2)o1,3.1,-5.7,1,-6,-5,2,0.7,5,-0.1
CC(C)c1ccc(NC(=S)Nc2ccc3[nH]c(=O)[nH]c3c2)cc1,2.1,-1.0,-10,-4,-3,4,-1.2,-14,0.3
CCC1S/C(=N/N=C/c2ccco2)NC1=O (stereo not given),1.9,-1.9,4,-3,4,-2,-0.2,3,-1.2
O=C(c1ccncc1)N1CCN(c2cccc(C(F)(F)F)c2)CC1,.,-3.4,-4,-1,-2,7,-1.6,-12,-0.4
Cn1nccc1C(=O)OCC(=O)Nc1cccc(Cl)c1,1.5,-0.2,5,6,-3,3,0.4,-4,2.0
O=C1CCCN1CC1CCN(Cc2nc(CC3CC3)no2)CC1,0.1,-4.6,-3,-2,-1,2,-0.2,-1,0.1
COCCCNC(=O)CC1C[C@H](C(=O)N2CCCCC2)[C@@]2(C)c3[nH]c4ccccc4c3CCN2C1=O (stereo not given in full),2.5,-4.0,-2,2,-4,4,-1.3,-1,-0.2
CCOC(=O)c1c(N)sc(C(O)(C(F)(F)F)C(F)(F)F)c1-c1ccc(Cl)cc1,.,-3.5,19,-1,4,-7,3.7,0,-1.0
CC(=O)Nc1ccc(SCC(=O)Nc2cc(C(C)(C)C)nn2-c2ccccc2)cc1,1.3,-1.1,4,0,-4,-1,1.4,11,0.0
O=C(O)c1ccc(NC(CSCc2ccccc2F)C(=O)O)c([N+](=O)[O-])c1 (stereo not given),5.4,-2.9,11,0,-13,-2,0.7,-9,0.2

# (continued)
SMILES,TcdB inh,FadD28 binding,CCHFV vOTU inh,Anthrax LF prot,PrPC surface inh,BoNT F protease,PfHsp40 yeast,Yp Topo-I inh,BoNT-A LC inh2
CCNC(=O)COC(=O)c1ccc(NS(=O)(=O)c2ccc3c(c2)OCCO3)cc1,0.7,0.3,11,-1,7,-5,-1.0,-2,-1.4
O=C(Oc1ccc(Cl)c2cccnc12)c1ccco1,.,-0.8,-7,-7,2,4,6.5,1,-0.2
C=CC(=O)N1C/C(=C/c2ccc(Cl)cc2)C(=O)/C(=C\c2ccc(Cl)cc2)C1,1.0,-4.4,-5,-7,3,-11,0.1,44,-0.7
OCC#CCSc1nnc(-c2ccncc2)o1,.,-2.1,-3,-15,2,-8,0.3,4,-0.2
COC(=O)c1c(NC(=O)CSc2nnc(Cn3nnc4ccccc43)n2C)sc(C)c1C,1.6,-0.5,0,-1,4,-12,0.2,-6,-0.5
CCOC(=O)Cc1csc(NC(=O)COc2ccc(OC)cc2)n1,1.0,0.0,14,6,15,-13,1.1,-1,-1.3
Cc1oc(-c2ccc(Cl)cc2)nc1CSCC(=O)NCCCN1CCOCC1,.,0.9,-5,-20,1,7,0.4,14,1.5
COc1ccc2c3n(nc2c1)CCN=C3c1cc(Cl)c(N)c(Cl)c1,1.0,-5.6,9,-5,-14,-12,2.3,9,0.9
O=S(=O)(NCc1cccnc1)c1cccs1,.,-2.3,.,4,.,-7,-1.1,12,2.1
Nc1ccn([C@@H]2O[C@H](C(=O)N[C@H](COC=O)Cc3ccccc3)[C@@H](O)[C@H]2O)c(=O)n1,0.2,-0.5,14,5,6,0,.,.,1.1
COc1ccc(C(=O)CSc2nnc(Cc3ccccc3)o2)cc1,.,-3.4,1,-6,7,6,0.2,29,0.4
CCOC(=O)c1c(C)[nH]c(N=Nc2ccccc2C)c1C,.,0.5,8,-9,-5,-19,-0.3,-2,-3.0
Cc1ccsc1/C=C1\CCc2ccccc2C1=O,.,-0.1,-15,-1,1,-11,6.9,4,-1.6
c1ccc(-c2cnc(CSc3ncnc4sccc34)o2)cc1,.,-2.4,3,-7,2,19,1.1,1,2.1
Nc1n[nH]c(-c2cccc([N+](=O)[O-])c2)n1,.,-4.7,-13,-1,-16,3,1.1,-5,0.0
Cc1nc2cc(NS(=O)(=O)c3cccc(F)c3)ccc2s1,9.4,-3.0,7,-1,6,0,1.0,-9,0.5
FC(F)(F)c1ccccc1NC(=S)N1CCc2ccccc2C1,1.0,-2.6,2,2,4,-4,1.8,-6,0.3
c1ccc(CSc2cc3ccccc3[nH]2)cc1,-1.0,-0.6,0,-2,7,3,3.7,-12,0.9
COc1ccc(CN(C)C(=O)c2cc(-c3ccccc3)nc3ccc(C)cc23)c(OC)c1,-10,0.5,20,6,9,-5,.,11,0.0
N#Cc1nc(COc2ccccc2)oc1N1CCCCCC1,1.7,-3.9,13,-2,4,-2,-0.2,17,-0.4
CC[C@@]1(C(=O)OC)N[C@H](CN(C)C(=O)Nc2ccc(C(F)(F)F)cc2)[C@@H]2C(=O)N(Cc3ccccc3)C(=O)[C@@H]21,-12,0.5,6,2,2,2,-0.1,21,-0.1
O=S(=O)(Cc1ccc(Cl)cc1)N1CCN(Cc2ccc3c(c2)OCO3)CC1,0.4,2.2,2,-18,4,?,0.8,-3,?
COc1cccc(NC(=O)C(C)Oc2ccccc2)c1 (stereo not given),.,-2.4,-2,2,16,-1,0.1,-1,0.4

# Screens as filed in PubChem BioAssay.
